From PubChem BioAssay
Pf apPOL inh = Pf-apPOL DNA polymerase inhibition; AID 1794808; Recombinant Pf-apPOL, molecular beacon fluorescence, 1.5 h; 0.25% of 210,000 active; inhibition, % at 10 µM
mHTT-CaM PPI inh = inhibitors of human mutant huntingtin-calmodulin interaction; P42858; AlphaScreen His-mHTT/GST-CaM binding, luminescence; inhibition, % at 15 µM; 3.6% of 190,000 active; AID 1671202;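 note: 0% = both proteins with DMSO and 100% = one protein alone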
Target sequence (P42858 whole entry, looked up, stated change not applied): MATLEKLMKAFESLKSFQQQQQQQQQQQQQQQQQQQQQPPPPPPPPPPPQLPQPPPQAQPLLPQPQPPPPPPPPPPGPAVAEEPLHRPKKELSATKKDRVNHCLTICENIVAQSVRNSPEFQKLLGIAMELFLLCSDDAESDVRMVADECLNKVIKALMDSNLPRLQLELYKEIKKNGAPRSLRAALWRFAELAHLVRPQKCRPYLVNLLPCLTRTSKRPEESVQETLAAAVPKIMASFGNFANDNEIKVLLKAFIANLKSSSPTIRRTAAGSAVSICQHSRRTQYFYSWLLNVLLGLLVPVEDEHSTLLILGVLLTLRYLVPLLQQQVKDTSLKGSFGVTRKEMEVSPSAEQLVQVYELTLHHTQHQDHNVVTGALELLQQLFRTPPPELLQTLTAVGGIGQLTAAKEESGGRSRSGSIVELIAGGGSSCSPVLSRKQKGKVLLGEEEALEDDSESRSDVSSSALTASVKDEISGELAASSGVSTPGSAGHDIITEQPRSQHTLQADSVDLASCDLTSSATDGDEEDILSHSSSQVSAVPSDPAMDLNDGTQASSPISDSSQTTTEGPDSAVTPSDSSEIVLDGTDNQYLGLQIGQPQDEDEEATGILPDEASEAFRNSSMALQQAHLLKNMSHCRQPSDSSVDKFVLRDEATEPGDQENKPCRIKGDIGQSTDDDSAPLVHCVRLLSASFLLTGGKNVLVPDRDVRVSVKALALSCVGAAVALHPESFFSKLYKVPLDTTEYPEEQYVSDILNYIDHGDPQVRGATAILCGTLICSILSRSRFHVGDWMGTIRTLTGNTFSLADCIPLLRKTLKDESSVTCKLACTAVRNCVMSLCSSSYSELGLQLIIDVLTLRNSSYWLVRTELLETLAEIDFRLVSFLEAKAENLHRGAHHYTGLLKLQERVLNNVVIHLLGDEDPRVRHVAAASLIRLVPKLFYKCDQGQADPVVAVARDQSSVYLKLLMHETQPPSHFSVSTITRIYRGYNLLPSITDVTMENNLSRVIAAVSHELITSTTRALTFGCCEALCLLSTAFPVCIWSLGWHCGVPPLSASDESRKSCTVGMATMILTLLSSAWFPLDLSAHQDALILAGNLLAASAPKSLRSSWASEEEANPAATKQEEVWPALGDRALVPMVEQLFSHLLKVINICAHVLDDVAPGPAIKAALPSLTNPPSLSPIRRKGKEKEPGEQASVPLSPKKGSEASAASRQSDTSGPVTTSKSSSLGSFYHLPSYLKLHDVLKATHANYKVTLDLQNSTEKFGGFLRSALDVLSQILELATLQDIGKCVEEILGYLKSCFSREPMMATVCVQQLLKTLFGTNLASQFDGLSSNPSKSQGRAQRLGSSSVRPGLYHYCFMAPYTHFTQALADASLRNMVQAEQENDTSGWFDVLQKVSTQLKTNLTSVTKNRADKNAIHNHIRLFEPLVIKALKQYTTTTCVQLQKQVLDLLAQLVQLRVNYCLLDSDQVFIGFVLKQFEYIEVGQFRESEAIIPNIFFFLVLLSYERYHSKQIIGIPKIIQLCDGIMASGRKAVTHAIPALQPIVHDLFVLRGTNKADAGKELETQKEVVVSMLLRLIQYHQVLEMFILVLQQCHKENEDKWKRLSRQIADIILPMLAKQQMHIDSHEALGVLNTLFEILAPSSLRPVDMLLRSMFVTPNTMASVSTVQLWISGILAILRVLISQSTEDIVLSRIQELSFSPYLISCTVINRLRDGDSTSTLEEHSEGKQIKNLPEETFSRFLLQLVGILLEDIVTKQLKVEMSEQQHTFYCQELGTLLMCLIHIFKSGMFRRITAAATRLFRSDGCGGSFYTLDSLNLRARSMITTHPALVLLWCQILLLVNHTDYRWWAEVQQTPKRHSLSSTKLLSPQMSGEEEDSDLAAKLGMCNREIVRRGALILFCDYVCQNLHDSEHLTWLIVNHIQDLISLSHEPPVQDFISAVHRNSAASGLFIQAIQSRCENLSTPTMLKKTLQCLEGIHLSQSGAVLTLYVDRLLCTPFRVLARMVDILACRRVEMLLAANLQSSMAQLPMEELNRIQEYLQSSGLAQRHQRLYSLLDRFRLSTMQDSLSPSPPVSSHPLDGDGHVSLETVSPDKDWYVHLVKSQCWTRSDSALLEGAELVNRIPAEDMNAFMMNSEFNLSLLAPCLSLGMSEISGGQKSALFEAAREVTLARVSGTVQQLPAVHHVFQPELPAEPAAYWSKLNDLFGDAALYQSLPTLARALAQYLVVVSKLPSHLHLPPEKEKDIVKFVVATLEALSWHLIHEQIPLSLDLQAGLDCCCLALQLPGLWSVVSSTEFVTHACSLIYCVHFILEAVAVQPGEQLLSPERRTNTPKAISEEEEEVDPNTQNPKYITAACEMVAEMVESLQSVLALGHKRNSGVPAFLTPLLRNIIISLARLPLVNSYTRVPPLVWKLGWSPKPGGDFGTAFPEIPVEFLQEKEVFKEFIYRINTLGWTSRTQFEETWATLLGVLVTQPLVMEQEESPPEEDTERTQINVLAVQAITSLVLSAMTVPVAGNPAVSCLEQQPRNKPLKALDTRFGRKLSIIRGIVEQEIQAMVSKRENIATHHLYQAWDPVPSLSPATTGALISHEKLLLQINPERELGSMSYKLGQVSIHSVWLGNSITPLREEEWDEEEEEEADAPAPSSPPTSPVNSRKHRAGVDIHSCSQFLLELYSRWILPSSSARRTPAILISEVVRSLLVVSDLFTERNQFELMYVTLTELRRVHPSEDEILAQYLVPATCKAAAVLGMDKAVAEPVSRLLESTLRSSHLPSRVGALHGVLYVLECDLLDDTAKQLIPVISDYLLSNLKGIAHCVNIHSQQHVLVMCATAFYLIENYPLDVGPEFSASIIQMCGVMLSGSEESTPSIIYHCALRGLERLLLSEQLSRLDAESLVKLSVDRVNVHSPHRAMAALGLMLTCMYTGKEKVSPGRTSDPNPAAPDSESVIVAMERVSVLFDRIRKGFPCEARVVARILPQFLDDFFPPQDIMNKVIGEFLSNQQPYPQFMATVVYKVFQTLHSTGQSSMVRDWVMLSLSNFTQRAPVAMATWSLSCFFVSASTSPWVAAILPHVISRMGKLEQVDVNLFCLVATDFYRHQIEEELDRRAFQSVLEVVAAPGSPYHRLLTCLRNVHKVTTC
* = called active by the depositor; / = not tested or not shown; & = joins results of further samples. Cut-off read from the data, not from the text of the source: active = inhibition above about 50%; inactive = the rest.

SMILES	Pf apPOL inh	mHTT-CaM PPI inh
COc1cccc(N=Cc2cc([N+](=O)[O-])ccc2O)c1	-3	42
CCCc1nc(C)c2c(n1)N(Cc1ccc3c(c1)OCO3)C(=O)CC2	18	-6
O=C(CC1CCN(C(=O)C2CCCCC2)CC1)NCc1cccc(Cl)c1	-6	13
COc1ccc(NS(=O)(=O)c2cccc([N+](=O)[O-])c2)cc1	-6	3
Cc1nccn1Cc1nc(-c2ccc(F)cc2)no1	-4	-4
CCc1ccc(C(=O)N2CCN(c3nc(CN4CCCCCC4)cs3)CC2)cc1	-2	7
COc1ccc(C=C2Oc3c4c(cc(C)c3C2=O)OCN(Cc2cccnc2)C4)cc1OC	-25	15
COc1ccc(-n2nc(C(=O)N(C)Cc3ccccc3)c3ccccc3c2=O)cc1	-6	7
O=C(O)C1CCCN1C(=O)C12CC3CCC(CC(C3)C1)C2 (stereo unspecified)	-6	3
COc1ccccc1N1CCN(C(=O)CC(c2ccccc2)c2ccccc2)CC1	2	76*

Grouped by structure, the entries above with four or more nitrogen atoms
SMILES	Pf apPOL inh	mHTT-CaM PPI inh
Cc1nccn1Cc1nc(-c2ccc(F)cc2)no1	-4	-4
CCc1ccc(C(=O)N2CCN(c3nc(CN4CCCCCC4)cs3)CC2)cc1	-2	7

Further entries:
SMILES	Pf apPOL inh	mHTT-CaM PPI inh
COc1ccccc1OCCNC(=O)c1ccccc1O	2	-5
CCc1ccc(CNC(=O)CN2N=C(c3ccc(Cl)cc3)CCC2=O)cc1	-22	38
O=c1[nH]cc(Br)cc1[N+](=O)[O-]	-2&3	/
COc1cccc(NCCC(=O)c2ccccc2)c1	-7	15
O=C(CSCc1ccccc1F)N1CCc2ccccc21	40	-16
Cc1cc(C)c(S(=O)(=O)N2C(C)CCCC2C)c(C)c1 (stereo unspecified)	-4	-41
CCc1ccccc1NC(=O)CCC1CCCC1	-1	-6
O=C(Cc1ccc(Cl)cc1)Nc1ccccn1	1	-5
CCCN(CCO)Cc1ccccc1Cl	-2	-8
CCC(=O)N1CCCC(c2ccnc(-c3cccc(F)c3)n2)C1 (stereo unspecified)	-6	24
COCCNC(=O)C(=O)NCCN(C)C	3	-8
CCNC(=O)N1CCCC(n2c(=O)n(C)c3cncnc32)C1 (stereo unspecified)	-5	-4
CC(=O)Nc1c(O)nc(SCc2ccc(Cl)cc2)[nH]c1=O	-11	0
N#Cc1ccc(C(=O)N2CCCC(COc3ccc(C(=O)N4CCCC4)cc3)C2)cc1 (stereo unspecified)	4	2
COc1ccc(NC(=O)CSc2nc3c(c(=O)n2-c2ccc(C)cc2)SCC3)c(OC)c1	-2	14
CCOC(=O)c1c(C)[nH]c(CCC(=O)N2CCCC2)c1C	-3	-1
NC(=O)C1(c2ccccc2)CCCN1C(=O)c1ccco1 (stereo unspecified)	13	10
CC(C)(C)c1ccc(Oc2ccc(NC(=O)CC3(CC(=O)O)CCCC3)cn2)cc1	-15&-9	/
COc1ccc(C2CC(c3cccs3)=Nc3ccccc3S2)c(Cl)c1OC (stereo unspecified)	-11	/
Cc1ccccc1-c1cc(-c2ccccc2O)on1	-8	-42

The last 4 records of the part before open the next one:
SMILES	Pf apPOL inh	mHTT-CaM PPI inh
NC(=O)C1(c2ccccc2)CCCN1C(=O)c1ccco1 (stereo unspecified)	13	10
CC(C)(C)c1ccc(Oc2ccc(NC(=O)CC3(CC(=O)O)CCCC3)cn2)cc1	-15&-9	/
COc1ccc(C2CC(c3cccs3)=Nc3ccccc3S2)c(Cl)c1OC (stereo unspecified)	-11	/
Cc1ccccc1-c1cc(-c2ccccc2O)on1	-8	-42
O=C1CCC([N+](=O)[O-])C(c2cc3c(cc2Br)OCO3)N1 (stereo unspecified)	0&-7	2&-3
Cc1cc(OCC(=O)Nc2ccc(F)cc2Cl)nc(N2CCCC2)n1	-1	1
COc1cc(Cl)c(/C=C2\C(=O)Nc3ccc(Br)cc32)cc1OC	-53	42
O=C(Nc1ccc2c(c1)OCCO2)c1csc(-c2cccs2)n1	-1	/
CCOc1ccc(C(=O)Nc2cccc(F)c2)cc1	2	-11
CC1CCN(C(=O)c2ccc(OCC3CCN(C(=O)c4ccccc4)CC3)cc2)CC1	-2	6
CCCn1cnnc1C1CCN(C(=O)Cc2cccc(OC)c2)CC1	-8	0
CCN(Cc1cn(Cc2ccc(C)cc2)nn1)S(=O)(=O)c1ccccc1Br	-10	-21
COc1ccc(C(=O)N2CCCC(c3nc(-c4ccc(NC(C)=O)cc4)no3)C2)cc1 (stereo unspecified)	2	-1
Cc1ccc(Cl)c2c1NC(=O)C2(O)CC(=O)c1ccccc1 (stereo unspecified)	1	31
Cc1cc(C)n(CC(=O)Nc2ccccc2)n1	-14	-8
O=[N+]([O-])c1cccc(-c2csc(=Nc3ccccc3)n2-c2ccccc2)c1	-10	/
CC1C2CCC3C4CC=C5CC(N(C)C)CCC5(C)C4CCC32CN1C (stereo unspecified)	-12	/
O=c1[nH]c2ccc(S(=O)(=O)N3CCN(c4ccccc4)CC3)cc2o1	-2	9
O=C(Cc1nnc(-c2ccccc2)o1)N1CCCC1	0	-8
Cc1nc2c(C(=O)NCC3CCCO3)cnn2c(C)c1Cc1cccc(Br)c1 (stereo unspecified)	-4	96*
CCC(=O)Nc1ccccc1NC(=O)CC	2	-1
COc1ccc(NC(=O)c2ccc(I)cc2)cc1OC	-5	5
CCOc1cccc(OCCN(C)C)c1	0	-6
O=C1OC(c2cccc(Cl)c2)=N/C1=C/c1ccc([N+](=O)[O-])cc1	-4	-3
N#CCC[C@@H]1CC[C@]2(CCCN(S(=O)(=O)c3ccccc3)C2)O1	3	-1
CCC(C(=O)Nc1nc2ccc([N+](=O)[O-])cc2s1)c1ccccc1 (stereo unspecified)	4	44
Cn1nc(-c2ccccc2)cc1NC(=O)c1cccs1	-3	/
O=C(CSc1nc2c(c(=O)n1-c1ccc(F)cc1)SCC2)c1ccccc1	0	-4
CC(c1ccccc1)n1c(SCC(=O)N2CCOCC2)n[nH]c1=O (stereo unspecified)	-2&-8	/
C=CCSc1nnc2n1CCN2c1ccc(F)cc1	-2	-3
CC(=O)Nc1ccc(N2C(=O)CC(NCCc3ccccn3)C2=O)cc1 (stereo unspecified)	-15	54*
O=C(Nc1cccc([N+](=O)[O-])c1)c1cc(S(=O)(=O)N2CCCCC2)ccc1Cl	-1	12
Cc1nn(-c2ccc(F)cc2)c2nc(N3CCCN(C(=O)c4ccsc4)CC3)sc12	8	28
O=C1Nc2ccccc2N(O)N1c1ccc(Br)cc1F	-2	-6
Cc1ccc2c(c1)C(=O)CC(c1ccc3c(c1)OCCO3)O2 (stereo unspecified)	4	-22
CCCn1cnc2c1c(=O)n(CC(C)C)c(=O)n2-c1ccc(C)cc1C	3	21
Cc1csc(NC(=O)CN2C(=O)c3ccccc3C2=O)c1C(N)=O	-9	/
CC(C)NC(=O)c1nc(Cc2ccccc2)n(-c2ccccc2)n1	-4	-5
Cc1ccc(N2CCN(C(=O)C3CCC3)C(C)C2=O)cc1 (stereo unspecified)	0	-5
CN(C)S(=O)(=O)Oc1ccc(-c2noc(-c3ccc(OC(F)(F)F)cc3)n2)cc1	1	/
CCc1ccccc1NC(=O)C1=C(C)C(=O)OC12CCCCC2	-1	0
O=C(Nc1ccc(OCc2ccccc2)cc1)N1c2ccccc2Sc2ccccc21	-4	-2
CC(C)(C)C(=O)NC(=O)Nc1cc(C(F)(F)F)ccc1Cl	0	/
O=C(c1cccs1)N1N=C(c2ccc3c(c2)OCO3)CC1c1ccco1 (stereo unspecified)	1	-13

Complete entries from above.
O=C(Nc1ccc2c(c1)OCCO2)c1csc(-c2cccs2)n1 is listed as Pf apPOL inh = -1; mHTT-CaM PPI inh = /
CCC(=O)N1CCCC(c2ccnc(-c3cccc(F)c3)n2)C1 (stereo unspecified) is listed as Pf apPOL inh = -6; mHTT-CaM PPI inh = 24
CCOc1ccc(C(=O)Nc2cccc(F)c2)cc1 is listed as Pf apPOL inh = 2; mHTT-CaM PPI inh = -11

Next section.
SMILES	Pf apPOL inh	mHTT-CaM PPI inh
N#Cc1nc(COc2ccccc2Cl)oc1N1CCCCC1	-5	19
COc1ccccc1CNC(=O)C(C)Sc1nc2nc(C)cc(C)n2n1 (stereo unspecified)	-6	-9
CC(=O)Nc1ncncc1N1CCC(C(=O)NCc2cccc(C(F)(F)F)c2)CC1	-2	-5
O=C(c1ccccc1F)N1CCOc2ccccc2C1	7	-1
CC1CCN(c2nc3c(c(=O)n(C)c(=O)n3C)n2CCSc2ncccn2)CC1	2	0
Cn1c(N=C(N)c2ccc([N+](=O)[O-])cc2)nc2ccccc21	-2	6
O=C(NCCSC1CCCCC1)c1cccc(Cl)c1	4	-27
Cc1ccc(N2C(=O)c3cccnc3C2CC(=O)N2CCCCC2)cc1 (stereo unspecified)	-4	-3
O=C(c1cc2nc(-c3ccccc3)cc(C(F)(F)F)n2n1)N1CCCCC1	0	-5
O=C(Nc1nccs1)c1ccc(Cl)cc1[N+](=O)[O-]	-1	9

Ordered by SMILES length (falling): part of the list above
SMILES	Pf apPOL inh	mHTT-CaM PPI inh
CC1CCN(c2nc3c(c(=O)n(C)c(=O)n3C)n2CCSc2ncccn2)CC1	2	0
O=C(c1cc2nc(-c3ccccc3)cc(C(F)(F)F)n2n1)N1CCCCC1	0	-5
Cn1c(N=C(N)c2ccc([N+](=O)[O-])cc2)nc2ccccc21	-2	6
COc1ccccc1CNC(=O)C(C)Sc1nc2nc(C)cc(C)n2n1 (stereo unspecified)	-6	-9
O=C(Nc1nccs1)c1ccc(Cl)cc1[N+](=O)[O-]	-1	9
O=C(NCCSC1CCCCC1)c1cccc(Cl)c1	4	-27

Following part:
SMILES	Pf apPOL inh	mHTT-CaM PPI inh
COc1cc(NC(=O)c2ccco2)c(OC)cc1NC(=O)c1ccccc1	-4	27
COc1ccccc1C(=O)Nc1ccc2c(C)cc(=O)oc2c1	11	-7
Cc1ccc(NC(=O)CCCc2ccccc2)c(Cl)c1	5	-11
Cc1csc(NC(=O)c2ccc(N3CCCC3)nn2)n1	-4	72*
Cn1c(=O)n(Cc2ccc(Cl)c(Cl)c2)c2ccccc21	-5	78*
FC(F)(F)c1cc(-c2ccco2)nc(NCc2ccco2)n1	-4	-29
O=C(CC1CCN(C(=O)c2ccccc2Cl)CC1)NCCc1c[nH]c2ccccc12	-5	71*
CCCc1[nH]nc(-c2ccc(C(F)(F)F)cc2)c1NC(=O)C(C)C	-1	-3
Cc1sc2nc3c(=O)cc(S)[nH]c3c(Br)c2c1C	/	-3
COc1nn(C)cc1C(=O)N1CCCC(c2nnc(-c3ccc4c(c3)OCO4)o2)C1 (stereo unspecified)	-4	-13
COc1ccc(NC(=O)C2CCCN(S(=O)(=O)c3cccs3)C2)c(OC)c1 (stereo unspecified)	7	12
CCOC(=O)C1C(C(=O)OC)=C(C(=O)OC)c2ccccc2N1S(=O)(=O)C(F)(F)F (stereo unspecified)	-6	0
CCc1ccc(C=C2Oc3c(ccc4c3CN(C3CCS(=O)(=O)C3)CO4)C2=O)cc1 (stereo unspecified)	-34	42
COCc1cc(=O)n2[nH]c(-c3cccc(Br)c3)cc2n1	-3	-6
COc1cc(CN2CCN(C/C=C/c3ccccc3)CC2)c([N+](=O)[O-])cc1OC	-9	82*
CCC(C)Oc1ccc(/C=C2\NC(=O)NC2=O)cc1OC (stereo unspecified)	-3	9
CCc1noc(C2(NC(=O)c3ccc(Cl)cc3)CCCCC2)n1	-1	-3
CCCN(Cc1cc(OC)c(OC)cc1[N+](=O)[O-])CC1CC1	3	0
O=C1OC(/C=C/c2ccccc2)=NC/1=C\c1ccc([N+](=O)[O-])cc1	-2	-3
CCOc1ccccc1CNC(=O)CC1CCN(C(=O)C2CCCCC2)CC1	3	33
